GPR151 ag: activates the human receptor GPR151; actives 1% (n = 650,000); Q8TDV0; PathHunter beta-arrestin GPR151 cells, luminescence; activation, % at 11.2 µM; in the data active = activation above about 4.9%;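 note: 0% = median of compound wells and 100% = cells with positive control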
FBW7 act: activators of human E3 ligase FBW7. actives 0.13% (n = 650,000). AID 1259310. AlphaScreen FBW7–phospho-cyclin E peptide binding, activator screen. Q969H0. normalized activity (activation), % at 26.1 µM; in the data active = normalized activity above about 1.9%;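 note: purified mutant Fbw7 with reduced substrate affinity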
Target sequence (Q969H0 whole entry, looked up): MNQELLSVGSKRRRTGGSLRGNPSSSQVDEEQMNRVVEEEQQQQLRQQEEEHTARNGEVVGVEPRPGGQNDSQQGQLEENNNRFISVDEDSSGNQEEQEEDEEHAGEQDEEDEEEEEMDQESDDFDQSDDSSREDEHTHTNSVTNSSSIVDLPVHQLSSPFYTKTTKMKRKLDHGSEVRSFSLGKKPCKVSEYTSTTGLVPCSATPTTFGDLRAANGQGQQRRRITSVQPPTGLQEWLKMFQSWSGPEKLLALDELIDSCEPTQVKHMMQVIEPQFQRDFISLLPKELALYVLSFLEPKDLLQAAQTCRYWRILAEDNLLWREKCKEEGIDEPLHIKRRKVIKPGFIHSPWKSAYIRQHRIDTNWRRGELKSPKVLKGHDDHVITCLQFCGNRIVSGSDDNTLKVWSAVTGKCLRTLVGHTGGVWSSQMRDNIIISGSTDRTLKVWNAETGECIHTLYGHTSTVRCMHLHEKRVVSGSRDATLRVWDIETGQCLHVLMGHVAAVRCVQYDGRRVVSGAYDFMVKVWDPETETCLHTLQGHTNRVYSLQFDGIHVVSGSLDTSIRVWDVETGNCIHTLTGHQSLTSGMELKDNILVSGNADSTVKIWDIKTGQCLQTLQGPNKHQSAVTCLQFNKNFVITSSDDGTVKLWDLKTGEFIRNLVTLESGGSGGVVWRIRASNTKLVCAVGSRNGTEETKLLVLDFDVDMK
MITF inh: inhibitors of human MITF. AlphaScreen MITF homodimerization, bead proximity signal. inhibition, % at 2.6 µM. actives 0.91% (n = 650,000). AID 1259374; in the data active = inhibition above about 50%;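 note: 0% = vehicle wells with protein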
TEAD-YAP inh: TEAD-YAP interaction inhibition; HEK-TIYL cells, TEAD-Gal4/YAP UAS-luciferase luminescence; inhibition, % at 9.12 µM; actives 1.4% (n = 640,000); AID 1259422; in the data active = inhibition above about 32%;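 note: 0% = median of test compound wells and 100% = reference inhibitor wells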
Active calls of the source: *; nt = no result given.

Start of the listing, in advance:
SMILES	GPR151 ag	FBW7 act	MITF inh	TEAD-YAP inh
Cc1ccc(-n2nc(C(=O)NCCCOC(C)C)c3c4ccccc4n(C)c3c2=O)cc1	0.0	0.3	15	4
O=C(O)c1cc(-c2ccc(Br)s2)nc2ccccc12	0.8	-0.1	2	-9
Cc1ccc(S(=O)(=O)Nc2c(C)n(C)n(-c3ccccc3)c2=O)cc1	3.1	0.0	-7	-4
CCOC(=O)c1sc(NC(=O)CSc2n[nH]c(N)n2)c(C(=O)OCC)c1C	2.3	-0.1	1	-3

Main list, from the start:
SMILES	GPR151 ag	FBW7 act	MITF inh	TEAD-YAP inh
Cc1ccc(-n2nc(C(=O)NCCCOC(C)C)c3c4ccccc4n(C)c3c2=O)cc1	0.0	0.3	15	4
O=C(O)c1cc(-c2ccc(Br)s2)nc2ccccc12	0.8	-0.1	2	-9
Cc1ccc(S(=O)(=O)Nc2c(C)n(C)n(-c3ccccc3)c2=O)cc1	3.1	0.0	-7	-4
CCOC(=O)c1sc(NC(=O)CSc2n[nH]c(N)n2)c(C(=O)OCC)c1C	2.3	-0.1	1	-3
CC(C)CCNCC(=O)N(c1ccccc1)C(C)C	2.6	-0.2	22	-5
Cc1nnc(SCC(=O)N2CCOCC2)[nH]c1=O	3.1	0.2	24	-1
Cc1[nH]c2ccccc2c(=O)c1CN1CCCC1	-0.4	-0.2	7	7
CCCNC(=O)c1cccc(-c2ccc(OC)nc2)n1	0.0	0.1	8	4
CNC(=S)Nc1ccccc1Br	-0.7	-0.1	-16	-4
CC(C)(C)NC(=O)C(=O)NCc1ccccc1	1.0	0.0	6	-32
CC(=O)N1CCN(Cc2ccc3c(c2)CN(Cc2ccccc2F)CCO3)CC1	-0.2	0.1	-2	2
Cc1ccc(CN(C(=O)c2ccc(Br)cc2)C2CCS(=O)(=O)C2)o1 (stereo not drawn)	-0.3	-0.3	6	-7
CCOC(=O)/C(=C/Nc1ccccc1)NC(=O)c1ccc([N+](=O)[O-])cc1	0.2	0.0	-5	6
CC(C)(C)NC(=O)C1CCCN1C(=O)OC(C)(C)C (stereo not drawn)	1.2	-0.2	10	6
CC(/C=C/c1ccccc1)=N/NC(=O)CCC(=O)Nc1ccc(Cl)cc1C	0.7	0.1	2	6
CCOc1ccc(/C=C2\N=C(c3cccc(Br)c3)OC2=O)cc1	1.1	0.2	6	2
Cc1ccccc1-n1c(SCC(=O)Nc2nccs2)nc2c(sc(=S)n2-c2ccccc2C)c1=O	1.1	0.1	20	-4
COc1cccc(-c2csc(NC(=O)c3ccccc3OC)n2)c1	-1.1	0.7	15	-1
Cc1ccc(C2CC(=O)C(C=Nc3ccc(Cl)cc3C(=O)c3ccccc3)=C(O)C2)cc1 (stereo not drawn)	0.3	0.2	21	18
COc1cccc(C(=O)CN2C3=NCCCN3c3ccccc32)c1	2.0	-0.1	1	15
COc1ccc(-c2csc(CCN3N=C(C)CC3=O)n2)cc1	-1.8	0.1	21	-7
CCOc1ccc(C2c3c(oc4ccc(C)cc4c3=O)C(=O)N2c2nccs2)cc1OC (stereo not drawn)	-0.2	-0.1	-1	4
COc1ccc(S(=O)(=O)NCCc2ccc3c(c2)CCCN3C)cc1OC	1.1	-0.2	13	5
O=C(CSCC(=O)Nc1ccc2ccccc2c1)NCCOc1ccccc1F	-1.0	0.2	6	-12
CCOC(=O)c1[nH]c(C)c(C(=O)NCc2cccnc2)c1C	-0.4	-0.1	-5	6
Cc1ccccc1NC(=O)CC(N)=S	-1.8	0.2	9	-4
O=C(CNc1ccc(I)cc1)N/N=C/c1ccccc1Cl	0.2	0.1	-1	-4
CSc1ccccc1-n1[nH]nnc1=S	2.5	-0.1	-1	-11
Cc1cccc2cncc(OCc3nnc(SC(F)F)n3C)c12	3.1	-0.1	-8	-7
COc1cccc2cc(C(=O)Nc3ccc(-c4nc5ccccc5[nH]4)cc3)oc12	-0.7	0.5	0	7
CCN1CCN(c2nc3nonc3nc2NCc2ccccc2)CC1	0.8	0.0	6	-5
Cn1ccnc1SCC(=O)Nc1nnc(-c2ccccc2)s1	1.2	0.1	17	-28
O=c1[nH]cc(N=Cc2ccc(O)c(O)c2)c(=O)[nH]1	1.0	-0.6	15	7
CCOC(=O)C(C)Oc1ccc2c(C)cc(=O)oc2c1 (stereo not drawn)	-0.6	0.1	14	2
CN(C)c1ccc(/C=N/Nc2nc(N)nc(N)n2)cc1	-0.7	-1.9	49	-1
C=CCn1c(COc2ccc(Cl)c3cccnc23)nnc1SCC(=O)c1ccccc1	2.5	-0.1	1	2
Cn1cc(SCC(=O)N2CCOCC2)c2ccccc21	0.5	0.1	-5	3
CN1CCN(C(=O)c2ccc(-c3nc4ncnc(NCCCN5CCCC5=O)c4[nH]3)cc2)CC1	0.1	0.0	-2	-6
Cn1c(-c2ccc(-c3ccccc3)cc2)cnc1NCc1cccnc1	0.1	0.7	63*	-44
COc1ccc(NC(=O)c2cnn3c2NC(c2ccccc2)CC3C(F)(F)F)cc1OC (stereo not drawn)	0.5	-0.2	4	-14
Cc1ccc(-n2c3c(cc(C(=O)Nc4ccc(Cl)cn4)c2=O)C(=O)CCC3)cc1	2.2	-0.1	5	4
CC1=NN(C(=O)c2cccc([N+](=O)[O-])c2)C(O)(c2ccccc2)C1 (stereo not drawn)	1.1	-0.1	-6	-6
O=C([C@H](O)c1ccccc1)N1CCCN(S(=O)(=O)c2cccc3cnccc23)CC1	-0.9	1.2	18	10
COc1cc(NC(=O)COc2ccccc2Br)c(OC)cc1Cl	0.7	0.4	-2	1
CCOc1ccc(NC(=O)CSc2nnc(CNC(=O)c3ccco3)n2CC)cc1	0.0	0.1	-10	16
CCC(C)(C)NC(=O)C(c1cccs1)N(C(=O)c1ccn[nH]1)c1cccc(OC)c1 (stereo not drawn)	1.2	0.2	9	6
Cn1c(N/N=C/c2ccccc2OC(F)F)nc2ccccc21	0.7	-0.3	-1	-73
O/N=C/c1ccccc1OCc1ccccc1	-0.1	0.8	4	-5
C=CCNC(=O)c1ccccc1NS(=O)(=O)c1cccs1	-0.3	0.2	4	6
Cc1ccc(NC(=O)CSC2=NC(N)=C(C#N)C3(CCCCC3)C2C(N)=O)cc1 (stereo not drawn)	-0.9	0.0	7	3

The list goes on.
SMILES	GPR151 ag	FBW7 act	MITF inh	TEAD-YAP inh
Cc1cccc(-c2nc(CSCC(=O)N3CCN(C)CC3)c(C)o2)c1	-0.1	-0.3	-4	-8
O=C(CSCc1c(Cl)cccc1Cl)NC1CC1	0.0	-0.2	-6	3
CC(C)(C)C(=O)Nc1nnc(COc2ccccc2)o1	0.9	-0.1	-17	-13
COc1ccc(-n2ncc3c2ncn2nc(Cc4ccc(OC)c(OC)c4)nc32)cc1	0.3	-0.1	-10	-3
CCCCOc1ccc(-c2[nH]nc3c2C2(C(=O)N(CC(=O)O)c4ccccc42)C(C#N)=C(N)O3)cc1 (stereo not drawn)	0.6	0.0	-10	3
Cc1cc(C)c(C#N)c(SCC(=O)N2CCOCC2)n1	-0.4	0.1	2	6
NC(=O)c1c(NC(=S)NC(=O)c2ccc(F)cc2)sc2c1CCCCCC2	0.7	-0.1	-10	-7
CN(C)c1ccc(/C=N/NC(=O)CCCO)cc1	-0.1	0.1	10	-13
O=Cc1c[nH]c2ccc(S(=O)(=O)N3CCC(Cc4ccccc4)CC3)cc12	0.8	-0.1	3	6
CC(=O)c1cccc(-c2cc(Nc3ccccc3)nc(N)n2)c1	2.7	0.0	-6	-48
COC(=O)c1sccc1NC(=O)Nc1ccc(Cl)c(Cl)c1	-6.2	-0.1	-5	-68
CCn1cc(CN2CCOc3ccc(CN4CCC(O)CC4)cc3C2)c(C)n1	0.8	0.1	-1	-6
COc1ccc(C(=O)Nc2ccc(S(=O)(=O)N3CCCCC3)cc2)cc1Br	-0.9	0.1	2	-1
CC(O)c1sc(Cl)c(Cl)c1Cl (stereo not drawn)	1.5	-0.1	2	-3
CCC(Sc1ccc2nnc(-c3cccnc3)n2n1)C(=O)OC (stereo not drawn)	-1.6	0.1	2	-6
Cc1ccc(SCC(=O)c2ccc[nH]2)cc1C	-0.5	-0.1	-4	-20
COc1ccc(CNC(=O)CC(NS(=O)(=O)c2ccc(Br)cc2)c2ccco2)cc1 (stereo not drawn)	1.2	0.0	1	5
Cn1ccc2cc(-c3cccc(C(=O)NCc4cccnc4)n3)ccc21	-0.3	-0.2	11	-5
O=C(CCCn1cnc([N+](=O)[O-])n1)Nc1cccnc1Cl	1.9	-0.1	2	-6
CCOc1ccccc1NC(=O)NNC(=O)COc1cccc(C)c1C	2.2	0.1	1	6
CC(C)(C)C(=O)/C(C#N)=C/c1ccc(O)cc1	-0.8	-0.1	3	2
COc1ccc(CNC(=O)[C@H]2C=CCN2C(=O)c2ccco2)cc1	0.8	0.2	7	11
CCC(O)CNC(=O)c1cccc(OC2CCN(S(=O)(=O)N(C)C)CC2)c1 (stereo not drawn)	-0.1	0.3	10	2
CN(Cc1ccc2nonc2c1)C(=O)CC1C(=O)NCCN1Cc1ccccc1 (stereo not drawn)	1.2	0.0	-6	-2
Cc1sc2ncn(CC(=O)Nc3ccccc3C(F)(F)F)c(=O)c2c1C	0.4	0.1	13	-7
O=C1C=C(NCC2CCCO2)CC(c2ccccc2)C1 (stereo not drawn)	-0.1	0.0	-6	-7
C[C@@H]1NC(=O)[C@@H]2C[C@H](NC(=O)c3cccc(F)c3F)CN2C1=O	-1.0	0.0	-7	-3
Cc1ccc(C(=O)n2nc(-c3ccccc3)nc2NCc2ccco2)cc1	0.2	0.0	12	-19
CCc1ccc(N2N=C(C)/C(=C/c3ccc(O)c(OC)c3)C2=O)cc1	-0.2	0.0	19	15
c1ccc(OCCNc2cc(N3CCC(N4CCOCC4)CC3)ncn2)cc1	0.1	-0.1	7	-3
O=C(COc1ccccc1)NCC(=O)Nc1nc(-c2ccccc2)cs1	0.7	-0.1	-8	3
O=C(O)c1cccc(-n2ncc3ccc(Nc4ccccc4)cc32)c1	-0.2	-0.1	-13	-6
CCC(Sc1nc2ccccc2c(=O)n1CC1COc2ccccc2O1)C(=O)NCc1ccccn1 (stereo not drawn)	-2.0	0.3	-5	-17
COc1cc(/C=c2/sc3nc4ccccc4n3c2=O)ccc1OCC(=O)N1CCCC1	-1.6	0.3	13	-15
CCOc1cc(/C=N/Nc2nc(-c3ccccc3)cs2)ccc1O	0.2	0.0	10	-1
O=S(=O)(NCCc1ccccc1)c1ccc(F)cc1	0.5	-0.3	-3	-8
N/C(=N\OC(=O)c1ccc(Cl)cc1)c1ccncc1	-0.9	0.1	-12	-5
O=C(CNC(=O)c1ccco1)N/N=C/c1ccc(OC(=O)c2ccc([N+](=O)[O-])cc2)cc1	1.5	-0.1	7	6
CC(C)N(CCNc1ncnc2nc(N3CCC(N4CCOCC4)CC3)[nH]c12)C(C)C	0.2	0.1	13	3
Cc1ncc(-c2ccncc2)c(C2CCCN(C(=O)c3cnn4cccnc34)C2)n1 (stereo not drawn)	-0.6	-0.1	8	-38
Cc1ccc(-c2cc(-c3ccccc3)c(C#N)c(=S)[nH]2)c(C)c1	0.0	-0.1	2	1
CC1=NC(C(F)(F)F)(C(F)(F)F)c2c(n(-c3ccccc3)c(=O)[nH]c2=O)N1	-1.4	-0.2	1	-9
O=[N+]([O-])c1ccc2nc(CCl)[nH]c2c1	0.6	-0.1	8	3
O=C1C=C[C@@H](O)[C@@H]2[C@@H]3C(=O)N(c4cccc(Oc5ccccc5)c4)C(=O)[C@@H]3CC[C@@H]12	-1.5	0.0	-2	nt
CCC(=O)N1N=C(c2ccc(C)cc2)CC1c1cc2ccc(OC)cc2nc1Cl (stereo not drawn)	-0.3	0.0	-3	3
O=C(c1cccnc1)N1CCOc2ccc(CN3CCN(c4ccccc4)CC3)cc2C1	0.4	0.3	-7	-4
CCN(CC)CCn1c(=S)[nH]c2cc(C(=O)N3CCc4ccccc4C3)ccc2c1=O	0.1	-0.1	-8	7
CCNc1cc(Nc2ccc(NC(C)=O)cc2)nc(N)n1	0.4	-0.1	5	-2
CC(C)OC(=O)c1c(-c2ccccc2)csc1NC(=O)CCC(=O)O	-0.2	-0.1	4	-1
COc1ccc(OC)c(CN2CCc3c(nc(N4CC(C)OC(C)C4)[nH]c3=O)C2)c1 (stereo not drawn)	0.7	0.0	8	2

Additional results follow:
SMILES	GPR151 ag	FBW7 act	MITF inh	TEAD-YAP inh
O=C(NC1CC1)c1ccc(I)cc1	-0.2	0.5	-2	-2
N#CC1=C(SCC(=O)OCc2ccccc2)NC(=O)CC1c1ccccc1Cl (stereo not drawn)	-2.0	0.0	-21	3
CC(NC(=O)C(=O)NCCc1ccccc1)c1ccccc1 (stereo not drawn)	2.7	0.0	1	-10
Cc1ccc(C(O)c2ccccc2)s1 (stereo not drawn)	0.1	0.7	18	-2

At a glance, part of the list above:
SMILES	GPR151 ag	FBW7 act	MITF inh	TEAD-YAP inh
Cc1ccc(-n2nc(C(=O)NCCCOC(C)C)c3c4ccccc4n(C)c3c2=O)cc1	0.0	0.3	15	4
O=C(O)c1cc(-c2ccc(Br)s2)nc2ccccc12	0.8	-0.1	2	-9
Cc1ccc(S(=O)(=O)Nc2c(C)n(C)n(-c3ccccc3)c2=O)cc1	3.1	0.0	-7	-4
CCOC(=O)c1sc(NC(=O)CSc2n[nH]c(N)n2)c(C(=O)OCC)c1C	2.3	-0.1	1	-3
